Compound activity: PubChem, several laboratories
DYRK1A inh = rat Dyrk1A kinase inhibitors, primary screen, biochemical, single point, plate reader | Dual specificity tyrosine-phosphorylation-regulated kinase 1A (Rattus norvegicus), Q63470 | inhibition, % at 12.5 µM | ADP-Glo luminescence, NFATc1 peptide | hit rate 0.43% among 310,000 | AID 504441, 2011; in the data active = inhibition above about 50%;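 also: plate controls were vehicle with enzyme for no effect and no enzyme for full effect; many of its hits are not listed in these tables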
KCNK3 inh = human KCNK3 channel inhibitors, primary screen, CHO cells, FluxOR thallium flux, B-score | FluxOR fluorescence; stronger effect = lower value | Potassium channel subfamily K member 3 (Homo sapiens), O14649 | hit rate 0.84% among 340,000 | B-score at 10 µM;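 active = B-score under library mean minus 4 SD, starting fluorescence ratio at most library mean plus 5 SD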;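 also: more negative B-score means stronger inhibition of thallium flux through KCNK3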
Target sequence (O14649 whole entry, looked up): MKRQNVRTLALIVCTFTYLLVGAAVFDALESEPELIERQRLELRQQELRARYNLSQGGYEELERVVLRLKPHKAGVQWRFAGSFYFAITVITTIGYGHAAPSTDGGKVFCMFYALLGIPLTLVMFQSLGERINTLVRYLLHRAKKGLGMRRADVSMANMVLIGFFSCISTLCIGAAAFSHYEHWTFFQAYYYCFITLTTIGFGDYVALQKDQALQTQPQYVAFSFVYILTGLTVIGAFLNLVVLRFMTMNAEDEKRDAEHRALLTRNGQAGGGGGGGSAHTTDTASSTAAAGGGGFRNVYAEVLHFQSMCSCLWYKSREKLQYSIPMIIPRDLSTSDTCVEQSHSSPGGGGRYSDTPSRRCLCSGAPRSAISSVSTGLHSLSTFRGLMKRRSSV
Platelet DG rel = inhibitors of platelet dense granule secretion, primary screen, cell-based, MLPCN, human platelets. human platelet-rich plasma, SFLLRN dense granule ATP release, luminescence. inhibition, %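 (compounds screened at 7.5 µM in platelet-rich plasma)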. hit rate 0.22% among 300,000. AID 1663, 2009;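 active = mean replicate score, as percent of positive control, at or above 50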
KCNQ1 block = inhibitors of human KCNQ1 channel, primary screen, cell-based, thallium flux, high-throughput | Potassium voltage-gated channel subfamily KQT member 1 (Homo sapiens), P51787 | CHO-K1 KCNQ1, FluxOR thallium flux fluorescence; stronger effect = higher value | B-score at 10 µM | hit rate 1.3% among 310,000 | AID 2642, 2010;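 active = compounds whose thallium flux B-score, printed positive for inhibition, exceeds three library SD while starting fluorescence stays within three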;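 also: channel opened by potassium depolarization with thallium stimulus after 20 min compound exposure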
PolyA inh = polyadenylation inhibitors in yeast reporter cells, primary screen, luminescence, S. cerevisiae; S. cerevisiae SKY197-pL101 polyadenylation reporter, beta-gal luminescence; efflux-impaired pdr1/pdr3 knockout yeast; score 100 = 6 SD above DMSO; hit rate 0.02% among 300,000; calls only at 12 µM;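 active = lowest replicate activity score at least 50, where 100 means six control SD above control mean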;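 also: yeast exposed to compound for 9 h at 30 °C; higher score means more reporter readthrough which indicates perturbed polyadenylation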
hERG rescue = hERG rescue from dofetilide block, primary screen, cell-based, CHO-hERG, FluxOR thallium flux, dofetilide IC70 | hit rate 0.51% among 310,000 | Voltage-gated inwardly rectifying potassium channel KCNH2 (Homo sapiens), Q12809 | dofetilide IC70 present | activation (rescue from dofetilide block), less the hit threshold, % at 10 µM;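 active = activation above the mean of controls blocked by dofetilide plus 5 SD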;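 also: thallium influx through hERG after potassium depolarization seen as dye fluorescence rise; in these data hits start at about 4.7%; inactives centre near -7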
KCNK9 block = KCNK9 potassium channel inhibitors, primary screen, HEK293 cells, thallium flux; Potassium channel subfamily K member 9 (Homo sapiens), Q9NPC2; FluxOR thallium flux fluorescence; stronger effect = lower value; B-score at 10 µM; hit rate 1.2% among 310,000; AID 488922, 2010;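 active = ratio B-score over 3 SD below the library mean, with starting fluorescence within 5 SD of its mean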;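 also: negative B-score means less thallium flux so channel inhibition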
Target sequence (Q9NPC2 whole entry, looked up): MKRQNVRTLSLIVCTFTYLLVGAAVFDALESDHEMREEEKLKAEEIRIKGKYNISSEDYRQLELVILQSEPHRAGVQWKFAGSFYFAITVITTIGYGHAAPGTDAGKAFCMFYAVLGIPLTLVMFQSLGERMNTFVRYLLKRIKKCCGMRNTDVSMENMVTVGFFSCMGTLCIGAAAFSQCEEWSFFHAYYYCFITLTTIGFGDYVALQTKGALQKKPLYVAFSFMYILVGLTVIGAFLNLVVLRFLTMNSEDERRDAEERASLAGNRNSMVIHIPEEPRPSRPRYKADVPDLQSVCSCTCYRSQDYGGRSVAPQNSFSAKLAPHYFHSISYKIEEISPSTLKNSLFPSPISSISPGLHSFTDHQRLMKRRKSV
KCNQ1 pot = potentiators or activators of KCNQ1 channel, primary screen, cell-based, thallium flux, high-throughput. CHO-K1 KCNQ1, thallium flux FluxOR fluorescence; stronger effect = higher value. B-score at 10 µM. hit rate 0.35% among 310,000;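 active = fluorescence ratio B-score, a plate-corrected score, at least three library SD, with initial intensity B-score within 5 SD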
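assay system = CHO-K1 cells stably expressing KCNQ1 | medium = assay buffer, equal DMSO in all wells | timing = 37 °C overnight plating, 90-min dark dye load, 20-min compound pretreatment | measured by = kinetic FluxOR thallium fluorescence, 10-s 1-Hz baseline, 110-s post-stimulus read | measure = fluorescence change relative to baseline, converted to B score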
TRPC4 agonist = activators of mouse TRPC4 channel, primary screen, Fluo4 calcium, HEK293 TRPC4beta/mu-opioid cells; B-score at 10 µM; hit rate 0.49% among 310,000; Fluo4 calcium fluorescence; stronger effect = higher value;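 active = B-score above 5 SD of library B-scores, and initial fluorescence ratio not above library mean plus 5 SD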;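 also: positive B-score marks a calcium rise read as TRPC4 activation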
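Material: HEK293 stable line with TRPC4beta plus mu-opioid receptor; technique: Fluo4 calcium-sensitive dye fluorescence, kinetic, 1 Hz baseline; timing: Fluo4 dye loading 45 min at room temperature, 110 s recording; controls: assay buffer as low control, maximal DAMGO as high control; read-out: integrated baseline-normalised fluorescence ratio, converted to per-well B score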
TRPC4 inh = inhibitors of mouse TRPC4 channel, primary screen, Fluo4 calcium, HEK293 TRPC4beta/mu-opioid cells | B-score at 10 µM | hit rate 0.39% among 300,000 | Short transient receptor potential channel 4 (Mus musculus), Q9QUQ5 | DAMGO-evoked Fluo4 calcium flux; stronger effect = lower value;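 active = B-score over 3 SD under the library average, no early fluorescence shift, positive overall ratio signal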
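Assay system: TRPC4beta/mu-opioid receptor HEK293 cell line; compound dosing: single concentration per test compound; detection: Fluo4 Ca2+ flux fluorescence; evaluation: per-well B score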
TRPC4 potent = positive allosteric modulators of TRPC4, primary screen, cell-based, mouse TRPC4beta, HEK293 mu-opioid, Fluo-4 calcium. DAMGO EC20, Fluo-4 Ca2+ flux; stronger effect = higher value. B-score at 10 µM. hit rate 0.42% among 310,000;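 active = B-score of calcium response area above 5 SD of library B-scores, with initial fluorescence ratio within 5 SD of library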;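 also: B-score of integrated fluorescence ratio over time as area under calcium response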
* hit, by the source's call; i = inactive; x = no result given. Some of the compounds tested; the hit share may differ from the screen's.

SMILES	DYRK1A inh	KCNK3 inh	Platelet DG rel	KCNQ1 block	PolyA inh	hERG rescue	KCNK9 block	KCNQ1 pot	TRPC4 agonist	TRPC4 inh	TRPC4 potent
CSCCC(NC(=O)c1ccc([N+](=O)[O-])cc1Cl)C(=O)OC1CCCCC1=O (configuration not stated)	-5.5	i	32.9	i	i	-13.7	i	i	i	i	i
CCOC(=O)/C(N)=C/c1ncc(C(F)(F)F)cc1Cl	2.7	i	-5.3	i	i	-8.1	i	i	i	i	i
Cc1cccc(-n2ncc3c(N(C)C4CCCCC4)ncnc32)c1	11.3	i	21.4	i	x	-3.2	i	i	i	i	i
CCCCC(=O)Nc1ccc(C(=O)NNC(=O)CCCOc2ccc(Cl)cc2Cl)cc1	0.7	i	1.6	i	i	-4.6	i	i	i	i	i
COc1cccc(C(=O)NC2CCN(CC(=O)Nc3ccccc3Cl)CC2)c1	1.4	i	3.5	i	i	-5.7	i	i	i	i	i
Cc1ccc(S(C)(=O)=N/C=C2\C(=O)c3sccc3N(C)S2(=O)=O)cc1 (configuration not stated)	x	i	12.7	i	i	-9.9	i	i	i	i	i
Nc1nonc1-c1nc2ccccc2n1CC(=O)O	7.2	i	-1.0	i	i	-3.7	i	i	i	i	i
O=C(Cc1ccccc1F)NCC(c1ccco1)N1CCCCC1 (configuration not stated)	-3.2	i	-3.2	i	i	-11.5	i	i	i	i	i
C/C=C/C=C/C(=O)N1CC2(CC(c3cccc(NC(=O)/C=C/C)c3)=NO2)C[C@@H]1C(N)=O (some centres not stated)	3.2	i	7.7	i	i	-3.5	i	i	i	i	i
COc1ccc(C2NC(=O)N(C)C3=C2C(=O)CC(C)(C)C3)cc1OC (configuration not stated)	-0.5	i	-4.8	i	i	-2.8	i	i	i	i	i
CCOCCCNS(=O)(=O)c1ccc2c(c1)CCN2C(C)=O	-3.0	i	7.6	i	i	-5.0	i	i	i	i	i
O=C(NC(=S)Nc1ccccn1)c1ccccc1	3.9	i	-0.2	i	i	-5.8	i	i	i	i	i
CCCN(C(=O)CSCc1c(C)noc1C)c1c(N)n(Cc2ccccc2)c(=O)[nH]c1=O	5.0	i	6.1	i	i	-16.1	i	i	i	i	i
CCN1C(=NCC2CC2)N[C@@H](c2cccc(C(F)(F)F)c2)C(C(=O)OC)=C1C	7.9	i	-3.8	i	i	-16.3	i	i	i	i	i
Cc1cccc(NC(=O)c2ccc(C)c(S(=O)(=O)N3CCCCC3)c2)n1	-3.6	i	0.4	i	i	-18.1	i	i	i	i	i
CCN(c1cccc(C)c1)S(=O)(=O)c1ccc2c(c1)N(C(C)=O)CCS2	0.9	i	-0.6	i	i	-13.5	i	i	i	i	i
COc1ccc(-c2ccc3oc(-c4ccc(OC)cc4)c(C#CCO)c3c2)cc1	2.2	i	0.3	i	i	-4.2	i	i	i	i	i
Cc1c(Cl)cccc1NS(=O)(=O)c1cccc2nsnc12	2.3	i	-8.6	i	i	-7.1	i	i	i	i	i
Cc1nc2ccccc2c(=O)n1/N=C/c1ccc([N+](=O)[O-])o1	x	x	9.5	i	i	-7.7	i	i	i	i	i
CSc1nc(-c2ccccc2)nn1S(=O)(=O)c1ccc(Cl)cc1	-3.2	i	-4.7	i	i	-6.7	i	i	i	i	i
Cc1[nH]c2ccccc2c1/C=N/NC(=O)CNC(=O)c1ccccc1	0.6	i	9.4	i	i	-8.4	i	i	i	i	i
CCCCN1C(N)=NC[C@H]1Cc1ccc(O)cc1	7.0	i	-1.4	i	i	1.7	i	i	i	i	i
Cc1ccc(NC(=O)C2CCN(S(=O)(=O)c3cccnc3)CC2)cc1C	-4.0	i	-10.3	i	i	-1.3	i	i	i	i	i
CC1CCCCC1NC(=O)CN1CCC(NC(=O)c2cccc(F)c2)CC1 (configuration not stated)	1.4	i	9.4	i	i	-7.5	i	i	i	i	i
O=C(Nc1cc(Cl)ccc1N1CCOCC1)C1=COCCO1	-1.3	i	-1.4	i	i	-7.3	i	i	i	i	i
SMILES	DYRK1A inh	KCNK3 inh	Platelet DG rel	KCNQ1 block	PolyA inh	hERG rescue	KCNK9 block	KCNQ1 pot	TRPC4 agonist	TRPC4 inh	TRPC4 potent
COc1cc(C(=O)Nc2cccc(-c3nc4cc(C)ccc4o3)c2C)cc(OC)c1OC	4.7	i	-1.4	i	i	-6.2	i	i	i	i	i
O=Nc1[nH]c(=O)c(/C=C(\O)c2ccccc2)nc1NO	22.9	i	0.3	i	i	-11.2	i	i	i	i	i
COc1ccc(NC(=O)/C=C/c2ccc(F)cc2)cn1	1.5	i	3.4	i	i	-10.1	i	i	i	i	i
CCOc1ccc(C(=O)Nc2ccc3c(c2)OCCO3)cc1	-3.2	i	28.4	i	i	-6.0	i	i	i	i	i
O=c1ccc(-c2n[nH]c(=S)n2-c2ccc(F)c(Cl)c2)n[nH]1	-2.8	i	-10.2	i	i	-5.8	i	i	i	i	i
Cc1cc(C)c(S(=O)(=O)NCCCN2CCOCC2)cc1Br	6.9	i	-9.4	i	i	-7.6	i	i	i	i	i
CC1(C)C2CCC1(CS(=O)(=O)NCc1ccc(S(N)(=O)=O)cc1)C(=O)C2 (configuration not stated)	-6.8	i	6.0	i	i	-3.2	i	i	i	i	i
CCCCn1c(N)c(N(CCC(C)C)C(=O)c2ccccc2C)c(=O)[nH]c1=O	2.5	i	2.9	i	i	-6.7	i	i	i	i	i
Cc1cccc(C(=O)c2ccccc2C(=O)O)c1	-10.7	i	-0.9	i	i	-8.3	i	i	i	i	i
CCCc1cc(=O)oc2cc(OC(C)C(=O)NCCCn3ccnc3)ccc12 (configuration not stated)	1.6	i	3.7	i	i	-4.5	i	i	i	i	i
O=C(CSc1nnc(NC(=O)Cc2ccccc2)s1)NCc1ccco1	x	i	7.5	i	i	-9.4	i	i	i	i	i
CCCCN(CCCNC(=O)c1ccc(CS(=O)(=O)c2c(Cl)cccc2Cl)o1)Cc1ccccc1	5.7	i	1.1	i	i	-8.5	i	i	i	i	i
Cc1cc(C(=O)N2CC(C)CC(C)C2)n(-c2ccccc2)n1 (configuration not stated)	-5.9	i	-4.1	i	i	-9.3	i	i	i	i	i
CCc1ccc(CCC(=O)Nc2sc3c(c2C#N)CCCC3)o1	1.5	i	6.3	i	i	-11.2	i	i	i	i	i
O=C(N/N=C/c1ccc(F)cc1)c1cccc(NC(=O)c2ccccc2Cl)c1	1.5	i	8.6	i	i	-19.7	i	i	i	i	i
CCn1c(NC)cc(=O)n(C)c1=O	0.4	i	-1.5	i	i	-10.1	i	i	i	i	i
Cc1cc(NS(=O)(=O)c2ccc3c(c2)OCCO3)no1	-5.6	i	-3.9	i	i	-4.2	i	i	i	i	i
Cc1ccc(C(=O)N2CCC(C)CC2)cc1NC1=NC2CS(=O)(=O)CC2S1 (configuration not stated)	-0.8	i	-3.0	i	i	-11.8	i	i	i	i	i
Cc1ccc(CS(=O)(=O)c2ncc(Cl)c(C(=O)Nc3ccc(OC(F)F)cc3)n2)cc1	1.2	i	3.5	i	i	-8.2	i	i	i	i	i
COc1ccc(OC2OC3COC(C)(C)OC3C(O)C2NC(C)=O)cc1 (configuration not stated)	2.8	i	-17.2	i	i	-4.5	i	i	i	i	i
CN(C)CC(c1ccccc1)c1ccccc1	x	i	2.5	i	i	-7.3	i	i	i	i	i
O=C(c1cc2c(s1)CCCC2)n1cccn1	-2.1	i	-0.7	i	i	-11.6	i	i	i	i	i
CCNC(=O)CC1C(=O)N(c2ccc(OC)cc2)C(=O)N1CCOC (configuration not stated)	4.0	i	-0.8	i	i	-6.8	i	i	i	i	i
Cc1cccn2c(=O)nc(SCC(=O)NCCc3ccccc3)nc12	9.1	i	2.3	i	i	-10.7	i	i	i	i	i
CC1C(=O)CCC1(C(=O)O)c1ccccc1 (configuration not stated)	-3.3	i	-2.0	i	i	-3.0	i	i	i	i	i
SMILES	DYRK1A inh	KCNK3 inh	Platelet DG rel	KCNQ1 block	PolyA inh	hERG rescue	KCNK9 block	KCNQ1 pot	TRPC4 agonist	TRPC4 inh	TRPC4 potent
CCn1c(SCC(=O)NC2CCCC2)nnc1C(C)NC(=O)c1ccccc1F (configuration not stated)	-2.2	i	4.3	i	i	-11.6	i	i	i	i	i
CCOC(=O)c1c(C)[nH]c(C(=O)CN2C(=O)NC(C)(c3ccc(C)cc3)C2=O)c1C (configuration not stated)	-1.2	i	-0.3	i	i	-12.2	i	i	i	i	i
COc1cccc(N=C2CC(C)(C)CC(=O)/C2=C(/O)c2ccccc2)c1	8.9	i	1.6	i	i	-11.2	i	i	i	i	i
Cc1oc(/N=C/c2ccc(F)cc2)c(C#N)c1C	-5.5	i	-6.8	i	i	7.7*	i	i	i	i	i
CCCCSc1nnc(CCC)n1N	0.7	i	3.8	i	i	4.1	i	i	i	i	i
CCOc1cc(C(N)=O)cc(Br)c1OCc1ccccc1	-1.8	i	1.3	i	i	-26.6	i	i	i	i	i
Cc1cc(NC(=O)c2ccc(Cl)cc2)cc(C)c1OCC(=O)N1CCOCC1	12.3	i	0.8	i	i	-2.6	i	i	i	i	i
CN(CC(=O)Nc1cccc(F)c1)C(=O)Cc1n[nH]c(=O)c2ccccc12	-1.7	i	2.3	i	i	-5.6	i	i	i	i	i
CCOC(=O)C1=C(CNCc2ccc(C)cc2)NC(=O)NC1c1ccc(OC)cc1 (configuration not stated)	2.4	i	10.9	i	i	-8.2	i	i	i	i	i
CCOC(=O)C1CCCN(Cc2cn(C)nc2-c2ccc3c(c2)OCCO3)C1 (configuration not stated)	-2.3	i	0.3	i	i	-8.1	i	i	i	i	i
CCOc1ccc(NC(=S)C(C#N)=C2N(C)c3ccccc3N2C)cc1	-5.4	i	-11.8	i	i	-10.9	i	i	i	i	i
O=C1C=C(NCCN2CCOCC2)CC(c2ccccc2)C1 (configuration not stated)	-5.1	i	0.8	i	i	-1.1	i	i	i	i	i
